CaV13 FRET inh – Primary screen for inhibitors of IQ motif and Ca2+-dependent inactivation inhibitor domain binding in CACNA1D, Förster resonance energy transfer in living cells, …; HEK cells, CFP/YFP FRET ICDI-IQ, plate reader, 10 min; percent FRET-ratio fall versus neutral wells; inhibition, % at 12.3 µM; hit rate 0.098% among 340,000; AID 743397;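 active = mean replicate inhibition of at least 30% and at least 1% of replicates passing that level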;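 note: 0% = median of the neutral control wells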
* marks the source's active call; other numbers are inactive results. This is a subset; the hit share may differ from the screen's.

No. | CaV13 FRET inh | mol
1 | -10 | C#CCNC(=O)C[C@H]1C[C@@]2(C(=O)OC)C(=C[C@H](C(C)C)O[C@@H]2C2CC2)N(Cc2ccccc2)C1=O
2 | -5 | Nc1nc2c(-c3ccc([N+](=O)[O-])cc3)nnn2c2ccccc12
3 | -3 | O=S1(=O)N[C@@H](Cc2ccccc2)COc2cc(NC3CC3)ccc21
4 | -3 | CCOC(=O)C1=CCN(S(=O)(=O)c2ccc(Cl)cc2)C1c1cccc(Br)c1 (centres undefined)
5 | -6 | Cc1ccc2nc3n(c(=O)c2c1)-c1ccccc1C(=O)NC3CC(C)C (centres undefined)
6 | -5 | O=C1C=C(c2cccc3c2Oc2ccccc2S3)C[C@@H](c2ccc3c(c2)OCO3)C1
7 | -10 | COC(=O)[C@]12C[C@H](CC(=O)NCCc3ccccc3OC)C(=O)N(Cc3ccc4c(c3)OCO4)C1=C[C@H](COCc1ccccc1)O[C@@H]2C
8 | -4 | COc1ccccc1CCn1cnc(-c2ccc(OC)c(OC)c2)c1CC(C)C
9 | -10 | Cc1cc(Br)cn2c(Cc3ccccc3C(F)(F)F)c(-c3cccc(Cl)c3)nc12
10 | -12 | Cc1ccccc1OCCCN1CCC(C(O)(c2ccccc2)c2ccccc2)CC1
11 | -12 | COC(=O)c1c(-c2ccc(OC)cc2)c2c(c3c4cc(OC)ccc4n(C(=O)c4ccccc4)c13)C(=O)N(C)C2
12 | -3 | COC(=O)C1=C(C)N(C)C(=NCc2ccc(OC)cc2)NC1c1ccccc1C(F)(F)F (centres undefined)
13 | -5 | COc1ccccc1CCn1cnc(-c2ccccc2F)c1CC(C)C
14 | -8 | COCc1cc(N2CCN(C(=O)OC(C)(C)C)C[C@@H]2C)ccc1N1CCN(Cc2ccccc2)[C@@H](C)C1
15 | -19 | Nc1[nH]c(C(=O)c2ccc(Br)cc2)c(-c2cccc3ccccc23)c1C(=O)NCCc1c[nH]c2ccccc12
16 | -4 | COc1ccccc1NC(=O)N(C)C[C@H]1OCc2cn(nn2)CCCC(=O)N([C@H](C)CO)C[C@@H]1C
17 | -3 | COC(=O)C1=C(C)N(Cc2ccc(Cl)cc2)C(=S)NC1c1ccc(F)cc1 (centres undefined)
18 | -5 | COc1cccc(CNC(=O)[C@H]2CCCN2C(=O)[C@H]2CCCN2C(=O)c2ccccc2C(F)(F)F)c1
19 | -10 | OC(c1ccccc1)(c1ccccc1)C1CCN(CCCOc2ccc(-c3ccsc3)cc2)CC1
20 | -9 | CCCCNc1ccc2c(c1)OC[C@H](CC(C)C)NS2(=O)=O
21 | -10 | Cc1cccc(N=O)n1
22 | -4 | CCN1C(=O)N[C@H]2C[C@@H](c3ccccc3)[C@@H](C)[C@@H](C(=O)N3CCCC3)C[C@H]21
23 | -8 | COc1ccc(C2=CC(=O)CC(C)(C)C2=O)cc1
24 | -3 | O=C(NC1CCCC1)[C@@H]1CCCN1C(=O)[C@@H](NC(=O)N1CCOCC1)C1CCCCC1
25 | -9 | O=C(NCCc1ccccc1Cl)[C@@H]1CCCN1C(=O)[C@H](Cc1cccnc1)NC(=O)N1CCOCC1
26 | -2 | CCOC(=O)C1=CCN(S(=O)(=O)c2ccc(Br)cc2)C1c1cccc(Cl)c1 (centres undefined)
27 | -11 | COCCCNC(=O)C[C@H]1C[C@@]2(C(=O)OC)C(=C[C@H](C3CCCC3)O[C@@H]2C)N(Cc2ccccc2)C1=O
28 | -8 | O=C(C(=O)N1CCC(CNS(=O)(=O)c2cc(C(F)(F)F)cc(C(F)(F)F)c2)CC1)c1cccs1
29 | -4 | c1ccc(Nc2nnc(-c3ccc4c(c3)OCO4)o2)cc1
30 | -5 | CSC(=Cc1ccc(C(=O)c2ccc(C)cc2)n1C)S(C)=O (centres undefined)
31 | -6 | COCC(=O)Nc1ccc2c(c1)[C@H]1C[C@@H](CC(=O)NCC3CC3)O[C@H](CO)[C@H]1O2
32 | -5 | COC(=O)C1=C(C)N(Cc2ccc(Cl)cc2)C(=S)NC1c1cccc(F)c1 (centres undefined)
33 | -16 | COc1ccc(CNC(=O)c2c(N)[nH]c(C(=O)c3ccccc3)c2-c2ccc3ccccc3c2)cc1OC
34 | -4 | CCCCCCCCN1C(=O)[C@@H](CC(=O)N2CCCCC2)C[C@@]2(C(=O)OC)C1=C[C@H](C1CCCC1)O[C@@H]2C
35 | -4 | CC(=O)C1=C(C)NC(=S)NC1c1ccccc1 (centres undefined)
36 | -15 | COc1ccc(-c2c(C(=O)c3ccccc3)[nH]c(N)c2C(=O)NCCc2c[nH]c3ccccc23)cc1
37 | -9 | COC(=O)C1=C(C)N(Cc2ccccc2C(F)(F)F)C(=NCc2ccccc2C(F)(F)F)NC1c1ccc(F)cc1 (centres undefined)
38 | -7 | O=C1[C@@H](c2ccccc2)[C@@H](c2ccccc2)N1c1ccccc1
39 | -10 | COC(=O)[C@]12C[C@H](CC(=O)N3CCCC3)C(=O)N(Cc3ccc4c(c3)OCO4)C1=C[C@H](COCc1ccccc1)O[C@@H]2C
40 | -9 | O=C(C(=O)N1CCN(C(=O)c2cc(C(F)(F)F)cc(C(F)(F)F)c2)CC1)c1cccc(C(F)(F)F)c1
41 | -5 | CCCCc1c(-c2ccccc2OC)ncn1Cc1ccc(F)cc1F
42 | -5 | COCc1[nH]nc2c1C(c1ccc(F)cc1)N(Cc1ccccc1)C2=O (centres undefined)
43 | -6 | C[C@@H]1CCCCO[C@H](CN(C)C(=O)CCC(F)(F)F)[C@H](C)CN([C@@H](C)CO)C(=O)c2cc(NS(=O)(=O)c3ccc(Cl)cc3)ccc2O1
44 | -4 | COCCNC(=S)N(C)[C@H]1C[C@H]2c3[nH]c4cccc(-c5ccccc5)c4c3CCN2C(=O)[C@H]1[C@H](C)O
45 | -2 | COC(=O)C1=C(C)N(Cc2cccc(C(F)(F)F)c2)C(=NCc2cc(OC)c(OC)c(OC)c2)NC1c1ccccc1C(F)(F)F (centres undefined)
46 | -11 | O=C1NC(=O)C2(CCCc3ccc(N(CCO)CCO)cc32)N1 (centres undefined)
47 | -7 | COc1ccc(Cc2c(C3CCCCC3)nc3ccc(C)cn23)c(C)c1
48 | -10 | C[C@H]1C(C(=O)N(C)C2CCCCC2)=Cc2c(n(-c3ccc(F)cc3)c(=O)n2CCCOc2ccccc2)C=C1c1ccccc1
49 | -9 | O=C(C(=O)N1CCC(CNC(=O)c2sc3ccccc3c2Cl)CC1)c1cccs1
50 | -4 | CCCCOCCCNC(=O)C[C@H]1C[C@@]2(C(=O)OC)C(=C[C@H](C(C)(C)C)O[C@@H]2C)N(CCC2=CCCCC2)C1=O
51 | -11 | CCCn1cc(CCC(=O)Nc2ccc(Oc3cccnc3)cc2)c2ccccc21
52 | -7 | C#CCN(C[C@H]1[C@H](OC(=O)NCCCCCC)[C@H](OC(=O)NCCCCCC)CN(C(=O)OC(C)C)N1C(=O)OC(C)C)S(=O)(=O)c1ccc(C)cc1
53 | -14 | Fc1ccc2nc(-c3ccc(CN4CCC(c5nc6ccccc6[nH]5)CC4)cc3)c(-c3ccccc3)nc2c1
54 | -10 | COC(=O)[C@]12C[C@H](CC(=O)N3CCCC3)C(=O)N(CCC3=CCCCC3)C1=C[C@H](C(C)(C)C)O[C@@H]2C
55 | -4 | Cc1cc(S(=O)(=O)NC(=O)[C@H]2O[C@@H](n3ccc(=O)[nH]c3=O)[C@H](O)[C@@H]2O)ccc1Br
56 | -4 | COC(=O)C1=C(C)N(C)C(=NCC2CC2)NC1c1ccc(Cl)cc1 (centres undefined)
57 | -9 | COC(=O)c1cc2c(c3c4cc(OC)ccc4n(C(=O)c4ccccc4)c13)C(=O)N(Cc1ccco1)C2
58 | -5 | COC[C@@H](O)[C@H]1OCc2cc(OC)ccc2[C@@H]1/C=C/c1ccccc1
59 | -4 | COCCNC(=S)N(C)[C@H]1C[C@H]2c3[nH]c4ccccc4c3CCN2C(=O)[C@H]1[C@H](C)O
60 | -3 | COC(=O)C1=C(C)N(Cc2ccccc2)C(=S)NC1c1cccc(OC)c1 (centres undefined)

Next records:
No. | CaV13 FRET inh | mol
61 | -8 | Cc1cccc(OCCCN2CCC(C(O)(c3ccccc3)c3ccccc3)CC2)c1
62 | -3 | CN1CCCCC(NC(=O)C23CC4CC(CC(C4)C2)C3)C1=O (centres undefined)
63 | -4 | COC(=O)CC#C[C@H](C)[C@@H](NS(=O)(=O)c1ccc(C)cc1)C1CCCCC1
64 | -4 | CCCCS(=O)(=O)N1CCCc2nc(-c3ccc(Br)cc3)ccc21
65 | -11 | COc1cc2c(cc1OC)C(C(=O)O)C(c1ccc3c(c1)OCO3)N(C)C2=O (centres undefined)
66 | -6 | C[C@H](CO)N1C[C@H](C)[C@@H](CN(C)C(=O)Nc2ccccc2)OCc2cn(nn2)CCCC1=O
67 | -16 | Nc1[nH]c(C(=O)c2ccc(Br)cc2)c(-c2ccc(Cl)cc2)c1C(=O)NCCc1c[nH]c2ccccc12
68 | -11 | CC(C)CC1NC(=O)c2cc(Cl)ccc2-n2c1nc1ccc(F)cc1c2=O (centres undefined)
69 | -1 | Cc1cc(N2CCNC[C@@H]2C)ccc1N1C[C@@H](C)O[C@@H](C)C1
70 | -4 | CC(CNC(=O)[C@H]1O[C@@H](n2cnc3c(=O)[nH]c(N)nc32)[C@H](O)[C@@H]1O)c1ccccc1 (some centres undefined)
71 | -2 | CC(=O)C1=C(C)N(Cc2ccc(Br)cc2)C(=S)NC1c1cccc(Cl)c1 (centres undefined)
72 | -9 | COC(=O)[C@]12C[C@H](CC(=O)NCc3cccs3)C(=O)N(Cc3ccc4c(c3)OCO4)C1=C[C@H](C(C)(C)C)O[C@@H]2C

16 entries from above, ordered by SMILES length, falling:
No. | CaV13 FRET inh | mol
72 | -9 | COC(=O)[C@]12C[C@H](CC(=O)NCc3cccs3)C(=O)N(Cc3ccc4c(c3)OCO4)C1=C[C@H](C(C)(C)C)O[C@@H]2C
54 | -10 | COC(=O)[C@]12C[C@H](CC(=O)N3CCCC3)C(=O)N(CCC3=CCCCC3)C1=C[C@H](C(C)(C)C)O[C@@H]2C
55 | -4 | Cc1cc(S(=O)(=O)NC(=O)[C@H]2O[C@@H](n3ccc(=O)[nH]c3=O)[C@H](O)[C@@H]2O)ccc1Br
70 | -4 | CC(CNC(=O)[C@H]1O[C@@H](n2cnc3c(=O)[nH]c(N)nc32)[C@H](O)[C@@H]1O)c1ccccc1 (some centres undefined)
67 | -16 | Nc1[nH]c(C(=O)c2ccc(Br)cc2)c(-c2ccc(Cl)cc2)c1C(=O)NCCc1c[nH]c2ccccc12
59 | -4 | COCCNC(=S)N(C)[C@H]1C[C@H]2c3[nH]c4ccccc4c3CCN2C(=O)[C@H]1[C@H](C)O
66 | -6 | C[C@H](CO)N1C[C@H](C)[C@@H](CN(C)C(=O)Nc2ccccc2)OCc2cn(nn2)CCCC1=O
63 | -4 | COC(=O)CC#C[C@H](C)[C@@H](NS(=O)(=O)c1ccc(C)cc1)C1CCCCC1
58 | -5 | COC[C@@H](O)[C@H]1OCc2cc(OC)ccc2[C@@H]1/C=C/c1ccccc1
65 | -11 | COc1cc2c(cc1OC)C(C(=O)O)C(c1ccc3c(c1)OCO3)N(C)C2=O (centres undefined)
69 | -1 | Cc1cc(N2CCNC[C@@H]2C)ccc1N1C[C@@H](C)O[C@@H](C)C1
68 | -11 | CC(C)CC1NC(=O)c2cc(Cl)ccc2-n2c1nc1ccc(F)cc1c2=O (centres undefined)
60 | -3 | COC(=O)C1=C(C)N(Cc2ccccc2)C(=S)NC1c1cccc(OC)c1 (centres undefined)
56 | -4 | COC(=O)C1=C(C)N(C)C(=NCC2CC2)NC1c1ccc(Cl)cc1 (centres undefined)
64 | -4 | CCCCS(=O)(=O)N1CCCc2nc(-c3ccc(Br)cc3)ccc21
62 | -3 | CN1CCCCC(NC(=O)C23CC4CC(CC(C4)C2)C3)C1=O (centres undefined)

The results go on.
No. | CaV13 FRET inh | mol
73 | -10 | CCCCCCCCN1C(=O)[C@@H](CC(=O)NCc2ccc(OC)c(OC)c2)C[C@@]2(C(=O)OC)C1=C[C@H](C1CCCC1)O[C@@H]2C
74 | -7 | O=C1c2ccccc2C(=O)C12OC(c1ccccc1)C1(C(=O)c3ccccc3C1=O)C2c1cccc([N+](=O)[O-])c1 (centres undefined)
75 | -4 | COc1ccc(C2CC(=O)C(c3ccc(C(C)=O)cc3)=CN2Cc2ccccc2)cc1 (centres undefined)
76 | -5 | O=S1(=O)C=C(Sc2ccc(Cl)cc2)c2ccccc2C1Cc1ccc(F)cc1 (centres undefined)
77 | -4 | CCCCS(=O)(=O)N1CCCc2nc(-c3ccccc3)ccc21
78 | -10 | COC(=O)[C@]12C[C@H](CC(=O)NCC34CC5CC(CC(C5)C3)C4)C(=O)N(Cc3ccccc3)C1=C[C@H](C(C)C)O[C@@H]2C1CC1
79 | -4 | C[C@@H]1ON(C)[C@H]2C[C@H]3c4[nH]c5c(-c6cc(Cl)cc(Cl)c6)cccc5c4CCN3C(=O)[C@@H]12
80 | -11 | CC(=O)OCC(=O)NCC1CCN(C(=O)C(=O)c2cc3ccccc3o2)CC1
81 | -4 | COc1ccc(N2C[C@@]3(O)CC[C@@H](O)[C@@H](OC)[C@@H]3[C@@]2(C)[C@H](O)CC=C(C)C)cc1
82 | -13 | Brc1ccc2nc(-c3ccc(CN4CCC(c5nc6ccccc6[nH]5)CC4)cc3)c(-c3ccccc3)nc2c1
83 | -11 | CC1=C[C@@H]2[C@H]3C(=O)N(Cc4ccccc4)C(=O)[C@H]3[C@@H]1[C@@H]1O[C@@]3(C(=O)N(C)c4ccccc43)C3=C(CCCC3=O)N21
84 | -11 | COc1cccc(CNC(=O)[C@H]2CCCN2C(=O)[C@H]2CCCN2C(=O)N2CCCCC2)c1

Screening results as filed in PubChem BioAssay.
